# High-throughput results (PubChem BioAssay)
# SENP1 inh = SENP1 (human) catalytic domain inhibition; 0.21% of 360,000 active; inhibition, % at 10 µM; recombinant SENP1 catalytic domain, CyPet-SUMO1-YPet FRET cleavage; Q9P0U3;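 active = inhibition at least 30% at 10 µM, raw YFP signal under a set limit, fluorescence ratio 0.5 to 1.5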;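 also: 0% = enzyme with DMSO and 100% = no enzyme wells; some results filed as inactive read as strong as hits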
#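 Test system: hSENP1 catalytic domain, recombinant; Amount: 20 pM final SENP1 enzyme; Medium: Tris pH 8 buffer plus EDTA, NaCl, BME, BSA, NP40, catalase; Schedule: 50 min enzyme reaction, room temperature, light-protected; Technique: FRET fluorescence in CFP and YFP emission channels; Controls: no-enzyme wells low, DMSO-plus-enzyme wells high control.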
# SENP8 block-1 = blocks the human protease SENP8; 1.2% of 330,000 active; purified SENP8, Z-RLRGG-aminoluciferin cleavage, luminescence; AID 2540; Q96LD8; inhibition, % at 10 µM; in the data active = inhibition above about 50%
# PfG6PD inh = PfG6PD (Plasmodium falciparum) enzyme inhibition; PfGluPho enzyme, NADPH resazurin-diaphorase fluorescence; AID 504690; 0.78% of 350,000 active; inhibition, % at 20 µM;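 active = inhibition reaching at least a set limit at 20 µM in the primary screen, cut at about 59% in these data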;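 also: 0% = DMSO wells with substrate and 100% = DMSO wells lacking glucose-6-phosphate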
# SENP8 block-2 = SENP8 (human) protease inhibition; Q96LD8; recombinant SENP8, Nedd8 substrate fluorescence; inhibition, % at 20 µM; 0.64% of 360,000 active; AID 602440; in the data active = inhibition mostly above about 40%, no sharp cut-off; inactive = mostly below about 27%
# SENP7 block = inhibitors of human SENP7 protease | Q9BQF6 | recombinant SENP7, Z-RLRGG-aminoluciferin luminescence, 40 min | inhibition, % at 5 µM | 1.5% of 330,000 active | AID 434973;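 active = inhibition above about 50% at the single test dose, limit read from the data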;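 also: plate controls were DMSO with enzyme for no effect and no enzyme buffer wells for full effect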
# SENP6 block = blocks the human protease SENP6 | Recombinant SENP6 catalytic domain, aminoluciferin luminescence | inhibition, % at 10 µM | 1.8% of 330,000 active | AID 2599;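 active = inhibition above about 50% at the single tested dose, limit read from the data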;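 also: plate controls were DMSO wells with enzyme for no effect and DMSO wells lacking enzyme for full effect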
# HKDC1 inhibitor = blocks human hexokinase HKDC1 activity | Q2TB90 | recombinant HKDC1, G6PDH/diaphorase resazurin coupled fluorescence | inhibition, % at 20 µM | 0.16% of 340,000 active | AID 493160;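 active = inhibition above about 35% when tested at 20 µM, limit read from the data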;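 also: plate controls were DMSO wells with enzyme for no effect and DMSO wells lacking enzyme for full effect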
# Target sequence (Q2TB90 whole entry, looked up): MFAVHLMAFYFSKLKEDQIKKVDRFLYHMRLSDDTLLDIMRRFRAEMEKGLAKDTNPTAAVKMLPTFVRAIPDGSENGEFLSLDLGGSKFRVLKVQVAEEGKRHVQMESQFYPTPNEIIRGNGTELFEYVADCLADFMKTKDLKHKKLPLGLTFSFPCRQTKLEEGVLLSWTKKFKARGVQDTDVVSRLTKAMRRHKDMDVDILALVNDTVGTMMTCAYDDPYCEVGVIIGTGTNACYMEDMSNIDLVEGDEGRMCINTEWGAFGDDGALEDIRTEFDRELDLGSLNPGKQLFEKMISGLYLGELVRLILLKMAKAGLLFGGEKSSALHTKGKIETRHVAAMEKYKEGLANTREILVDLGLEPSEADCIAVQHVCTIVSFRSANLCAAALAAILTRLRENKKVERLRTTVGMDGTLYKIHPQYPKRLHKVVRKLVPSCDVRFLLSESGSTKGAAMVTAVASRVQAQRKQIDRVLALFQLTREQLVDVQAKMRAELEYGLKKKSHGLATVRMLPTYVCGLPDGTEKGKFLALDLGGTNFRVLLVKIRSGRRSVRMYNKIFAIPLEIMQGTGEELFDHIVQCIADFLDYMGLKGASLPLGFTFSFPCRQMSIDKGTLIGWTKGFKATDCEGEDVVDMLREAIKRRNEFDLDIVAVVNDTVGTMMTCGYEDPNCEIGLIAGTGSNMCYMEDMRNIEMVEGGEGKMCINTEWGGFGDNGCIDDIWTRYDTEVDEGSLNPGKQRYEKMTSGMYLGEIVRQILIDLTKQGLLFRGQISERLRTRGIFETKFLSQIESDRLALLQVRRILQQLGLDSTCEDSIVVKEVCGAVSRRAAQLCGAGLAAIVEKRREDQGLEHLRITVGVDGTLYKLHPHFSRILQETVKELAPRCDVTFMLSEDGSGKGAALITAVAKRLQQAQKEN
#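 Test system: recombinant HKDC1 (HK5) hexokinase enzyme, produced in-house; Amount: enzyme 5 µg/mL final; Buffer or medium: Tris pH 8.0 buffer with MgCl2, Tween-20, BSA, BME; Reagent: glucose and ATP substrates; Doses: 20 µM test compound, 1% DMSO; Incubation: 90 min reaction incubation at room temperature, dark; Detection: resorufin fluorescence at 613 nm.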
# NALP3 yeast inh = NALP3 inhibition in yeast | Yeast reconstituted NLRP3/ASC/caspase-1, beta-gal luminescence, 24 h | inhibition, % at 10 µM | 0.39% of 330,000 active | AID 2825;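 active = inhibition of 50% or more; inactive = inhibition below 50%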;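 also: plate controls were induced DMSO wells for no effect and uninduced yeast grown without galactose for full effect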
# Apaf1 inhib = inhibitors of human Apaf-1 apoptosome; reconstituted apoptosome caspase-3 activity, DEVD-Rh110 fluorescence; inhibition, % at 20 µM; 0.71% of 330,000 active; AID 489030; active = inhibition of at least 40% at 20 µM;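 also: plate controls were DMSO wells for no effect and DEVD-CHO caspase inhibitor wells for full effect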
#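 Material: reconstituted apoptosome with Apaf-1, cytochrome c, caspase-9, procaspase-3, dATP / Buffer or medium: pH 7.5 Hepes buffer with CHAPS, BSA, DTT / Also added: cytochrome c with DEVD-Rh110 / Schedule: compound with Apaf-1, dATP, procaspase-3 30 min, then 50 min reaction, room temperature / Technique: rhodamine 110 fluorescence at Ex 480/Em 540 nm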
# * marks the source's active call; other numbers are inactive results; · = not tested or not shown.
SMILES,SENP1 inh,SENP8 block-1,PfG6PD inh,SENP8 block-2,SENP7 block,SENP6 block,HKDC1 inhibitor,NALP3 yeast inh,Apaf1 inhib
CCOc1ccc(N/C=C/C(=O)c2cc(OC)c(OC)c(OC)c2)cc1,-25,-10,-2,-80,-15,-8,-2,7,14
CC(c1ccccc1)C1CC(=O)N(c2cc(Cl)ccn2)C1=O (stereo unspecified),1,-10,-13,38,-9,-1,2,10,2
O=C(N[C@@H](Cc1ccccc1)C(=O)OCc1ccccc1)c1nc[nH]c1C(=O)NC1CCNCC1,0,-4,21,10,-10,-4,-3,4,1
COCc1c(C(=O)N(C)Cc2ccccc2N2CCCC2)oc2ccccc12,-1,8,-2,-8,3,-3,-2,14,32
CCN1CC(CN(C)Cc2nc(-c3ccc(Cl)cc3)no2)CC1=O (stereo unspecified),0,8,-10,12,1,0,-6,2,-26
Cn1ncc2c(N3CCN(c4ccccc4F)CC3)ncnc21,2,-10,-15,10,-4,-17,-5,-1,8
O=C(Cc1cccs1)Nc1cccnc1,-1,3,4,4,-3,-1,-5,-20,-22
O=C(COC(=O)c1c(Cl)cccc1Cl)Nc1cc(Cl)ccc1Oc1ccccc1,-1,-1,-2,16,-6,14,13,11,9
O=C(CC1SC(=Nc2ccccc2)N(CCc2ccccn2)C1=O)Nc1ccc(F)cc1 (stereo unspecified),2,-5,4,20,-3,-17,16,10,16
CC(OC(=O)c1ccncc1)C(=O)Nc1ccc([N+](=O)[O-])cc1Cl (stereo unspecified),0,-5,-8,11,-9,-25,-4,25,2
COc1ccc(-c2cc(CNC(=O)CCl)on2)cc1,0,0,-7,11,3,-1,-2,7,5
Cc1ccc(-c2c(C(=O)NCc3ccccc3)oc(=O)c3ccccc23)cc1,-2,-7,7,11,-1,-8,-6,8,11
O=C(NCc1ccco1)C1CCCN1C(=O)Nc1ccc(Cl)cc1 (stereo unspecified),-1,-8,17,13,-3,4,-6,17,4
C=CCC(CC(O)COCCC)C(=O)NNC(=S)Nc1ccccc1 (stereo unspecified),2,-11,7,17,-9,-25,-2,19,0
CCOC(=O)/C(C#N)=N\Nc1ccc(S(=O)(=O)Nc2nc(C)cc(C)n2)cc1,6,-2,-10,12,-2,0,-9,1,3
Nc1cccc(C(=O)OCC(=O)c2ccccc2)c1,3,55*,21,10,70*,68*,-10,6,-5
COc1ccc(S(=O)(=O)N2CC(C(=O)O)Oc3ccc(Cl)cc32)cc1 (stereo unspecified),2,3,34,24,0,8,-1,1,6
O=C(NCC1OCCCN1S(=O)(=O)c1cc(F)ccc1F)C(=O)NC1CCCCCC1 (stereo unspecified),0,2,-1,10,1,5,-8,9,-4
COC(=O)C1=C(C)NC(C)=C(C(=O)OC)C1c1ccc(OC(=O)c2oc3ccccc3c2C)c(OC)c1,-1,-2,-19,-362,-6,-3,-5,12,-3
CC(=O)NC(Cc1ccccc1)C(=O)NC1CCN(C(=O)NCc2ccccc2)CC1 (stereo unspecified),1,-9,-21,-4,-4,-15,-5,4,-7
O=C(CCN1C(=O)c2ccccc2C1=O)NCCN1CCOCC1,2,-11,-65,5,-13,-8,-4,1,3
COc1ccc(C)cc1NC(=O)C1CCCN(S(=O)(=O)c2cccnc2)C1 (stereo unspecified),-1,60*,-16,-3,5,3,-1,3,0
O=C(O)C1CCCCC1C(=O)Nc1ccc(S(=O)(=O)N2CCCCC2)cc1 (stereo unspecified),5,-1,-13,11,1,-2,-6,7,-3
CCOc1ccc(-n2c(SCC(=O)NCc3ccco3)nc3c([nH]c4ccccc43)c2=O)cc1,-2,-10,6,-77,2,-7,-10,12,-2
COc1cc(O)c(C(CC(=O)N2CCCC2)c2cc(OC)c(OC)c(OC)c2)c(OC)c1 (stereo unspecified),2,-22,7,15,-20,-7,-9,6,4
COc1ccc(CN2C=C3C(=O)C(C)(OC(=O)CCc4ccccc4)C(=O)C=C3C=C2c2ccc(C#N)cc2)cc1 (stereo unspecified),-64,-13,52,-346,-8,7,30,-3,27
O=C(Nc1ccc(Cl)cc1Cl)N1CCN(c2ncccn2)CC1,1,-14,-19,0,-8,-41,-13,24,2
Cc1ccc(-c2noc(C3CCCN(C(=O)c4ccc(F)cc4F)C3)n2)cc1 (stereo unspecified),0,-6,2,2,-5,3,-6,9,22
COc1ccccc1OC[C@H](O)CO,-1,7,-20,0,-8,-5,-3,5,-5
CCCCCCCCCC(=O)Nn1cnc2ccccc2c1=O,3,0,-9,9,0,23,-6,9,-5
O=C(NCCc1ccccn1)C1CCCN1S(=O)(=O)c1ccc(Cl)cc1 (stereo unspecified),2,3,-14,0,-5,3,-2,1,2
CCn1nnnc1SCC(=O)N(C)C1CCS(=O)(=O)C1 (stereo unspecified),1,1,10,-5,10,15,-6,9,-13
COc1ccc(Nc2cc(C(=O)NCCCN3CCOCC3)c3ccccc3n2)cc1,2,-1,4,9,-5,-8,-5,10,-7
CCN(CC)C(=O)CSc1nnc(-c2ccc(S(=O)(=O)N3CCCC3)cc2)o1,-1,0,-16,10,-2,-8,3,-26,-19
CCN(CCn1cccn1)C(=O)C1CCC(=O)N(CCc2cccc(F)c2)C1 (stereo unspecified),2,-12,-1,4,-11,-2,-6,0,4
O=c1oc2ccccc2cc1-c1csc(Nc2nc3ccc(F)cc3s2)n1,·,11,·,·,4,17,·,9,-5
Cc1ccc(NC(=O)c2sc3nc(CCl)[nH]c(=O)c3c2C)c(C)c1,-4,·,16,-3,·,·,7,·,·
CCOC(=O)C(C)NC(=O)CCc1nnc2ccc(N3CCCCC3)nn12 (stereo unspecified),0,5,13,2,-4,-20,-5,2,-3
COCCN(C(=S)Nc1ccccc1OC)C1CCN(C(C)C)CC1,2,5,4,17,1,-6,0,9,2
CCOC(=O)Cc1cc(=O)n2[nH]c(-c3ccccc3)c(-c3ccccc3)c2n1,-19,6,20,-402,-4,-14,-6,6,-30
COc1ccc(NC(=O)CCNS(=O)(=O)c2ccc3c(c2)CCC(=O)N3)cc1,-1,-15,-4,12,-5,-8,-7,-10,-1
COc1ccc(S(=O)(=O)NCC(=O)N(CC(=O)NCc2ccco2)Cc2ccc(F)cc2)cc1,-1,6,5,3,5,-42,-9,3,11
CC1CC(C)CN(CCCNC(=O)CN2C(=O)CSc3ccc(S(=O)(=O)N4CCOCC4)cc32)C1 (stereo unspecified),1,6,9,12,3,-10,-6,2,-10
CCn1c(SCC(=O)NC2CCCC2)nnc1-c1ccco1,-1,-10,-3,3,-9,-4,-3,13,0
Cc1ccc(S(=O)(=O)N(C)CC(=O)Nc2nnc(CC(C)C)s2)cc1,-2,-4,-15,11,5,-5,-3,22,8
CN(C(=O)c1ccc(N2CCCCC2)c([N+](=O)[O-])c1)C1(C)CCS(=O)(=O)C1 (stereo unspecified),4,-7,-5,13,-6,-18,-4,-5,11
COc1cc(NC(=O)Cn2nnc(-c3ccccc3N)n2)cc(OC)c1,1,-5,8,15,-14,2,14,17,-13
N#CC(c1ccc(F)cc1)c1ccc(C(=O)c2ccccc2)cc1 (stereo unspecified),2,-5,-3,19,5,5,2,11,1
CC(COc1ccc(C(C)C)cc1)NC(=O)c1ccc(Br)o1 (stereo unspecified),1,1,·,6,-5,-10,·,5,19
C[C@@H]1COC(=O)[C@@H](CC(=O)OC(C)(C)C)C/C=C\C[C@H](CC(=O)NCCO)C(=O)N1,-1,0,8,12,-4,-11,2,-1,6
COC(=O)c1ccc(-c2nc3ccc(C)cc3o2)cc1,1,25,6,-293,70*,-19,-2,21,6
Cc1nnc(N/N=C/c2ccc(Br)cc2)n1N,-1,-14,57,13,19,12,7,23,2
Nc1c(C(=O)Nc2cccc(F)c2)nnn1-c1ccc2c(c1)OCCO2,4,17,-5,10,83*,43,11,-1,1
COc1ccc(OC)c(NC(=O)c2cccnc2)c1,1,-6,-6,5,-3,-8,0,4,-9

# Structures shown so far that have a furan ring, fused or not:
SMILES,SENP1 inh,SENP8 block-1,PfG6PD inh,SENP8 block-2,SENP7 block,SENP6 block,HKDC1 inhibitor,NALP3 yeast inh,Apaf1 inhib
COCc1c(C(=O)N(C)Cc2ccccc2N2CCCC2)oc2ccccc12,-1,8,-2,-8,3,-3,-2,14,32
O=C(NCc1ccco1)C1CCCN1C(=O)Nc1ccc(Cl)cc1 (stereo unspecified),-1,-8,17,13,-3,4,-6,17,4
COC(=O)C1=C(C)NC(C)=C(C(=O)OC)C1c1ccc(OC(=O)c2oc3ccccc3c2C)c(OC)c1,-1,-2,-19,-362,-6,-3,-5,12,-3
CCOc1ccc(-n2c(SCC(=O)NCc3ccco3)nc3c([nH]c4ccccc43)c2=O)cc1,-2,-10,6,-77,2,-7,-10,12,-2
COc1ccc(S(=O)(=O)NCC(=O)N(CC(=O)NCc2ccco2)Cc2ccc(F)cc2)cc1,-1,6,5,3,5,-42,-9,3,11
CCn1c(SCC(=O)NC2CCCC2)nnc1-c1ccco1,-1,-10,-3,3,-9,-4,-3,13,0
CC(COc1ccc(C(C)C)cc1)NC(=O)c1ccc(Br)o1 (stereo unspecified),1,1,·,6,-5,-10,·,5,19
